Bioassay records: PubChem BioAssay, Sanford-Burnham Center for Chemical Genomics
SENP8 block-1: SENP8 (human) protease inhibition; Q96LD8; recombinant SENP8, Nedd8 substrate fluorescence; inhibition, % at 20 µM; 360,000 tested, 0.64% active; AID 602440; in the data active = inhibition mostly above about 40%, no sharp cut-off; inactive = mostly below about 27%
Target sequence (Q96LD8 whole entry, looked up): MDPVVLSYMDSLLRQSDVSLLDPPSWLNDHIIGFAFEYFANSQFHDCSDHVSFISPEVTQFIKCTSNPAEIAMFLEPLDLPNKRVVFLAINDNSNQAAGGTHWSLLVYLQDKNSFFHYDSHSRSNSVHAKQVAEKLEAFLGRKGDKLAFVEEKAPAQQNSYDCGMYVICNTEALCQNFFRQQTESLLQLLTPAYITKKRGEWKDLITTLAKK
SENP8 block-2: inhibitors of human SENP8 protease. Q96LD8. purified SENP8, Z-RLRGG-aminoluciferin cleavage, luminescence. inhibition, % at 10 µM. 330,000 tested, 1.2% active. AID 2540; in the data active = inhibition above about 50%
PfGluPho inh: PfG6PD (Plasmodium falciparum) enzyme inhibition. AID 504690. 350,000 tested, 0.78% active. PfGluPho enzyme, NADPH resazurin-diaphorase fluorescence. inhibition, % at 20 µM;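 active = inhibition reaching at least a set limit at 20 µM in the primary screen, cut at about 59% in these data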;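 also: 0% = DMSO wells with substrate and 100% = DMSO wells lacking glucose-6-phosphate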
HKDC1 inh: HKDC1 (human) hexokinase inhibition. Q2TB90. recombinant HKDC1, G6PDH/diaphorase resazurin coupled fluorescence. inhibition, % at 20 µM. 340,000 tested, 0.16% active. AID 493160;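 active = inhibition above about 35% when tested at 20 µM, limit read from the data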;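 also: plate controls were DMSO wells with enzyme for no effect and DMSO wells lacking enzyme for full effect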
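System: Recombinant HKDC1 hexokinase | Amount: HKDC1 at 5 µg/mL | Reagent: Glucose with 1 mM ATP | Doses: Single 20 µM dose | Incubation: Reaction time 90 min, room temperature, protected from light | Signal: Coupled resazurin fluorescence, excitation 525 nm, emission 613 nm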
SENP7 block: inhibitors of human SENP7 protease; Q9BQF6; recombinant SENP7, Z-RLRGG-aminoluciferin luminescence, 40 min; inhibition, % at 5 µM; 330,000 tested, 1.5% active;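 active = inhibition above about 50% at the single test dose, limit read from the data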;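 also: plate controls were DMSO with enzyme for no effect and no enzyme buffer wells for full effect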
Target sequence (Q9BQF6 706-1050 limits assumed): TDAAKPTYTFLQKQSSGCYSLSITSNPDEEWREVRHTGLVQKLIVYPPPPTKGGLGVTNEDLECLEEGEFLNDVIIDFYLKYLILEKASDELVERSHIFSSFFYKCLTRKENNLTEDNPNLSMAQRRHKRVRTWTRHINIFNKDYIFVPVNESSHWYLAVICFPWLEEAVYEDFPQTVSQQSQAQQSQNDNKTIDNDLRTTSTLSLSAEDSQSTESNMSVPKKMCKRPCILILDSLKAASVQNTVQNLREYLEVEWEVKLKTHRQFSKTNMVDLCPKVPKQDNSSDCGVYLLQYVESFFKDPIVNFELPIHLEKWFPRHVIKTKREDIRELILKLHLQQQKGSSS
Apaf1 inhib: blocks human Apaf-1 apoptosome activity. AID 489030. 330,000 tested, 0.71% active. reconstituted apoptosome caspase-3 activity, DEVD-Rh110 fluorescence. inhibition, % at 20 µM. O14727; active = inhibition of at least 40% at 20 µM;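 also: plate controls were DMSO wells for no effect and DEVD-CHO caspase inhibitor wells for full effect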
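Assay system – apoptosome proteins · Medium – Hepes buffer, pH 7.5 · Also added – cytochrome c with DEVD-Rh110 · Timing – 30 min compound preincubation, 50 min activation, room temperature · Detection – Rh110 fluorescence, excitation 480 nm, emission 540 nm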
SENP6 block: blocks the human protease SENP6; Q9GZR1; AID 2599; inhibition, % at 10 µM; Recombinant SENP6 catalytic domain, aminoluciferin luminescence; 330,000 tested, 1.8% active;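 active = inhibition above about 50% at the single tested dose, limit read from the data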;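 also: plate controls were DMSO wells with enzyme for no effect and DMSO wells lacking enzyme for full effect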
SENP1 FRET inh: blocks the human SENP1 SUMO protease catalytic domain; inhibition, % at 10 µM; 360,000 tested, 0.21% active; recombinant SENP1 catalytic domain, CyPet-SUMO1-YPet FRET cleavage;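 active = inhibition at least 30% at 10 µM, raw YFP signal under a set limit, fluorescence ratio 0.5 to 1.5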;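 also: 0% = enzyme with DMSO and 100% = no enzyme wells; some results filed as inactive read as strong as hits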
Target sequence (Q9P0U3 419-644 limits assumed): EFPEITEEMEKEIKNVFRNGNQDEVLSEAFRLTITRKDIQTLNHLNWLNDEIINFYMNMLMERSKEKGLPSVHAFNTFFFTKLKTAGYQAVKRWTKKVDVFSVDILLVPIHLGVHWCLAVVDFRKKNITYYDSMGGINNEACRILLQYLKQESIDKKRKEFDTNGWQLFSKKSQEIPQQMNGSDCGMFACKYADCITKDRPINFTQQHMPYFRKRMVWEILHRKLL
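Test system: hSENP1 catalytic domain, recombinant; Amount: 20 pM final SENP1 enzyme; Medium: Tris pH 8 buffer plus EDTA, NaCl, BME, BSA, NP40, catalase; Schedule: 50 min enzyme reaction, room temperature, light-protected; Technique: FRET fluorescence in CFP and YFP emission channels; Controls: no-enzyme wells low, DMSO-plus-enzyme wells high control.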
Numbers without * were called inactive.

`COC(=O)C1(C)NCCc2c1[nH]c1ccccc21` (stereo unspecified) gave SENP8 block-1 33, SENP8 block-2 0, PfGluPho inh -13, HKDC1 inh -2, SENP7 block -4, Apaf1 inhib 0, SENP6 block -4 and SENP1 FRET inh 4.
`CC(=O)c1cnc2nc(SCc3ccc(Cl)cc3)nn2c1C` gave SENP8 block-1 18, SENP8 block-2 -8, PfGluPho inh -11, HKDC1 inh -4, SENP7 block 1, Apaf1 inhib 5, SENP6 block 7 and SENP1 FRET inh -1.
For Fc1cccc(CN2CCN(Cc3nc(-c4cnccn4)no3)CC2)c1 the results were SENP8 block-1 12, SENP8 block-2 0, PfGluPho inh -4, HKDC1 inh 2, SENP7 block 7, Apaf1 inhib -14, SENP6 block 3 and SENP1 FRET inh -3.
`CCOC(=O)[C@H]1[C@H]2COc3cc(OC)ccc3[C@@H]2N2C(=O)CN(Cc3ccc(Cl)cc3)C(=O)[C@@]12C` gave SENP8 block-1 10, SENP8 block-2 6, PfGluPho inh 7, HKDC1 inh 2, SENP7 block -4, Apaf1 inhib 25, SENP6 block -7 and SENP1 FRET inh 1.
S=c1nc(-c2ccccc2Cl)[nH][nH]1 was read as SENP8 block-1 0, SENP8 block-2 -5, PfGluPho inh 18, HKDC1 inh -4, SENP7 block -9, Apaf1 inhib -2, SENP6 block -14 and SENP1 FRET inh 2.
For O=C(NCc1cccnc1)c1sc2ccccc2c1Cl the results were SENP8 block-1 12, SENP8 block-2 4, PfGluPho inh 10, HKDC1 inh -10, SENP7 block 9, Apaf1 inhib -8, SENP6 block -3 and SENP1 FRET inh -3.
`N/C(=N\O)c1cccc(CS(=O)(=O)c2ccccn2)c1` gave SENP8 block-1 19, SENP8 block-2 2, PfGluPho inh -8, HKDC1 inh -1, SENP7 block 8, Apaf1 inhib -29, SENP6 block -8 and SENP1 FRET inh 1.
For C=C1CCN(c2ccc(C(=O)NCCC)cc2[N+](=O)[O-])CC1 the results were SENP8 block-1 17, SENP8 block-2 -8, PfGluPho inh 10, HKDC1 inh -1, SENP7 block -4, Apaf1 inhib 13, SENP6 block -15 and SENP1 FRET inh 2.
CCN(CC)c1ccc(/C=N/N2CC(=O)NC2=S)cc1 was read as SENP8 block-1 inactive, SENP8 block-2 -2, PfGluPho inh 30, HKDC1 inh -10, SENP7 block 6, Apaf1 inhib 1, SENP6 block 11 and SENP1 FRET inh -22.
Screening CCOC(=O)C1(CC2CC2)CCN(C(=O)c2cccnc2C)CC1 returned SENP8 block-1 16, SENP8 block-2 3, PfGluPho inh -15, HKDC1 inh 19, SENP7 block 0, Apaf1 inhib -6, SENP6 block 17 and SENP1 FRET inh 0.
`N#Cc1cc(C#N)c(SCC(=O)N2CC(=O)Nc3ccccc32)nc1N` gave SENP8 block-1 -144, SENP8 block-2 1, PfGluPho inh 24, HKDC1 inh 9, SENP7 block 4, Apaf1 inhib -7, SENP6 block -1 and SENP1 FRET inh -18.
O=C(c1ccccc1OCc1ccccc1Br)N1CCN(c2ncccn2)CC1 was read as SENP8 block-1 -32, SENP8 block-2 6, PfGluPho inh -14, HKDC1 inh 1, SENP7 block -5, Apaf1 inhib 10, SENP6 block -1 and SENP1 FRET inh 1.
For C#CCOC(=O)C1C2C=CC(C2)C1C(=O)O (stereo unspecified) the results were SENP8 block-1 4, SENP8 block-2 -5, PfGluPho inh -15, HKDC1 inh 11, SENP7 block -25, Apaf1 inhib -14, SENP6 block -9 and SENP1 FRET inh 2.
Screening CC(C)N1CCC(NC(=O)Nc2ccc3c(c2)OCO3)CC1 returned SENP8 block-1 3, SENP8 block-2 3, PfGluPho inh 14, HKDC1 inh 4, SENP7 block -6, Apaf1 inhib 1, SENP6 block 2 and SENP1 FRET inh 0.
`O=C(C1CC(=O)N(c2ccc(F)cc2)C1)N1CCN(c2ccc(F)cc2)CC1` (stereo unspecified) gave SENP8 block-1 5, SENP8 block-2 -12, PfGluPho inh -8, HKDC1 inh -4, SENP7 block -12, Apaf1 inhib -1, SENP6 block -22 and SENP1 FRET inh 2.
`COc1ccc(/C=C(/C#N)c2cccnc2)cc1OC` gave SENP8 block-1 -18, SENP8 block-2 5, PfGluPho inh -5, HKDC1 inh -7, SENP7 block 10, Apaf1 inhib 2, SENP6 block -1 and SENP1 FRET inh 0.
`CCCCOc1ccc(/C(O)=C2/C(=O)C(=O)N(CCCOC)C2c2ccncc2)cc1` (stereo unspecified) gave SENP8 block-1 -15, SENP8 block-2 4, PfGluPho inh -34, HKDC1 inh -7, SENP7 block 7, Apaf1 inhib 0, SENP6 block -12 and SENP1 FRET inh 0.
`Oc1ccc(Br)cc1-c1cc(-c2ccc(Cl)cc2)n[nH]1` gave SENP8 block-1 22, SENP8 block-2 -19, PfGluPho inh -11, HKDC1 inh -9, SENP7 block 4, Apaf1 inhib 10, SENP6 block 1 and SENP1 FRET inh 2.
`COCCNC(=O)/C(C#N)=C/C=C/c1ccccc1[N+](=O)[O-]` gave SENP8 block-1 -148, SENP8 block-2 -1, PfGluPho inh 20, HKDC1 inh 4, SENP7 block -16, Apaf1 inhib 6, SENP6 block 7 and SENP1 FRET inh -110.
Screening Cc1ccc(S(=O)(=O)N2CCOCC2)cc1C(=O)N1CCN(S(=O)(=O)c2cccc(F)c2)CC1 returned SENP8 block-1 16, SENP8 block-2 -12, PfGluPho inh -15, HKDC1 inh -1, SENP7 block -3, Apaf1 inhib 13, SENP6 block -19 and SENP1 FRET inh 2.
For O=[N+]([O-])c1ccc(NC(=S)N2CCN(c3ccc(F)cc3)CC2)cc1 the results were SENP8 block-1 36, SENP8 block-2 -3, PfGluPho inh 18, HKDC1 inh -5, SENP7 block 6, Apaf1 inhib 9, SENP6 block -27 and SENP1 FRET inh 1.
For COC(=O)CC/C(=N/Nc1ccc(Cl)c(Cl)c1)C(=O)OC the results were SENP8 block-1 -2, SENP8 block-2 -17, PfGluPho inh 18, HKDC1 inh -3, SENP7 block 0, Apaf1 inhib 10, SENP6 block -14 and SENP1 FRET inh 1.
For NC(=O)CSc1nnc(CSc2ncccn2)n1-c1ccccc1 the results were SENP8 block-1 15, SENP8 block-2 -3, PfGluPho inh -7, HKDC1 inh -4, SENP7 block -10, Apaf1 inhib -10, SENP6 block -1 and SENP1 FRET inh 0.
`O=C(COC(=O)C1CCCCC1)Nc1cccc(Br)c1` gave SENP8 block-1 4, SENP8 block-2 -13, PfGluPho inh 15, HKDC1 inh 0, SENP7 block -11, Apaf1 inhib 0, SENP6 block -19 and SENP1 FRET inh 0.
For Cc1cccc(NC(=O)Cn2c([N+](=O)[O-])cnc2C)c1C the results were SENP8 block-2 5, SENP7 block -3, Apaf1 inhib -8 and SENP6 block 12.
For Cc1csc(NC(=O)c2cc(C)nc3ccccc23)n1 the results were SENP8 block-1 10, SENP8 block-2 3, PfGluPho inh 8, HKDC1 inh -2, SENP7 block -4, Apaf1 inhib 12, SENP6 block -3 and SENP1 FRET inh -1.
`COc1ccc(N(C)S(=O)(=O)c2ccc(C)cc2)c([N+](=O)[O-])c1` gave SENP8 block-1 13, SENP8 block-2 6, PfGluPho inh -14, HKDC1 inh 10, SENP7 block -3, Apaf1 inhib 4, SENP6 block -36 and SENP1 FRET inh 1.
`Cc1ccc(N2C(=O)N(CC(=O)Nc3ccc([N+](=O)[O-])cc3)C(=O)C2C)cc1` (stereo unspecified) gave SENP8 block-1 4, SENP8 block-2 -6, PfGluPho inh 19, HKDC1 inh -4, SENP7 block 13, Apaf1 inhib 5, SENP6 block -16 and SENP1 FRET inh -2.
`COc1ccc(C(=O)Nc2ccccc2C(=O)N/N=C/c2ccc(O)c(OC)c2)cc1` gave SENP8 block-1 -396, SENP8 block-2 96*, PfGluPho inh 64*, HKDC1 inh 9, SENP7 block 101*, Apaf1 inhib 4, SENP6 block 99* and SENP1 FRET inh 1.
For COC(=O)C1=C(C)N(C)C(=O)NC1c1ccc(C)cc1 (stereo unspecified) the results were SENP8 block-1 -4, SENP8 block-2 -1, PfGluPho inh -11, HKDC1 inh -6, SENP7 block 0, Apaf1 inhib -7, SENP6 block -4 and SENP1 FRET inh 1.
Screening O=C(COC(=O)/C=C/c1ccc([N+](=O)[O-])cc1)Nc1ccc2[nH]c(=O)[nH]c2c1 returned SENP8 block-1 -59, SENP8 block-2 -12, PfGluPho inh 7, HKDC1 inh 5, SENP7 block 14, Apaf1 inhib -24, SENP6 block 3 and SENP1 FRET inh -11.
`Cc1sc2ncnc(N)c2c1C` gave SENP8 block-1 23, SENP8 block-2 -1, PfGluPho inh -9, HKDC1 inh -1, SENP7 block -4, Apaf1 inhib -16, SENP6 block 0 and SENP1 FRET inh 0.
Screening COc1ccc(-n2nnnc2SCC(=O)N2CCCC2=O)cc1 returned SENP8 block-1 8, SENP8 block-2 1, PfGluPho inh -14, HKDC1 inh -3, SENP7 block 4, Apaf1 inhib 3, SENP6 block 4 and SENP1 FRET inh -1.
Screening COCc1[nH]nc2c1C(c1ccccc1OC)C(C#N)=C(N)O2 (stereo unspecified) returned SENP8 block-1 18, SENP8 block-2 2, PfGluPho inh 3, HKDC1 inh -6, SENP7 block -2, Apaf1 inhib -6, SENP6 block -17 and SENP1 FRET inh 2.
`C=CCn1c(SCC(=O)NC2CCCC2)nnc1-c1ccncc1` gave SENP8 block-1 10, SENP8 block-2 -5, PfGluPho inh 1, HKDC1 inh 1, SENP7 block 14, Apaf1 inhib -4, SENP6 block -12 and SENP1 FRET inh 2.
For C=C1[C@@H](CCO)N(S(=O)(=O)C(C)(C)C)C[C@@H]1C the results were SENP8 block-1 8, PfGluPho inh 3, HKDC1 inh 1 and SENP1 FRET inh 0.
CNC(=S)N/N=C/c1ccc2c(c1)OCCO2 was read as SENP8 block-1 9, SENP8 block-2 -10, PfGluPho inh -6, HKDC1 inh -7, SENP7 block 7, Apaf1 inhib 5, SENP6 block -16 and SENP1 FRET inh 0.
Screening CCOP(=O)(OCC)/C(C#N)=C/c1ccc(-c2ccc(F)cc2F)o1 returned SENP8 block-1 -118, SENP8 block-2 4, PfGluPho inh 15, HKDC1 inh 0, SENP7 block 10, Apaf1 inhib 31, SENP6 block 22 and SENP1 FRET inh -31.
For COCCNC(=O)CN1C(=O)/C(=C/c2ccccc2)Oc2ccc(C(C)(C)C)cc21 the results were SENP8 block-1 -295, SENP8 block-2 7, PfGluPho inh 34, HKDC1 inh 5, SENP7 block 3, Apaf1 inhib 28, SENP6 block 1 and SENP1 FRET inh -5.

By substructure, the compounds so far containing bromine (three)
O=C(c1ccccc1OCc1ccccc1Br)N1CCN(c2ncccn2)CC1 was read as SENP8 block-1 -32, SENP8 block-2 6, PfGluPho inh -14, HKDC1 inh 1, SENP7 block -5, Apaf1 inhib 10, SENP6 block -1 and SENP1 FRET inh 1.
`Oc1ccc(Br)cc1-c1cc(-c2ccc(Cl)cc2)n[nH]1` gave SENP8 block-1 22, SENP8 block-2 -19, PfGluPho inh -11, HKDC1 inh -9, SENP7 block 4, Apaf1 inhib 10, SENP6 block 1 and SENP1 FRET inh 2.
`O=C(COC(=O)C1CCCCC1)Nc1cccc(Br)c1` gave SENP8 block-1 4, SENP8 block-2 -13, PfGluPho inh 15, HKDC1 inh 0, SENP7 block -11, Apaf1 inhib 0, SENP6 block -19 and SENP1 FRET inh 0.
